Kir21 block: blocks the mouse Kir2.1 inward-rectifier potassium channel; AID 1672; HEK293-Kir2.1, FluxOR thallium flux fluorescence; hits give low values; B-score at 10 µM; 310,000 tested, 0.85% active;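 active means fluorescence ratio B-score at or below minus 3 SD of library scores, with starting-brightness B-score within 2 SD, cut at about -4.2 in these data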;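 further: channel flux triggered by added potassium and thallium sulfate stimulus; B-score of peak minus minimum fluorescence over baseline after thallium stimulus; more negative B-score means stronger Kir2.1 block with less thallium influx; some compounds called inactive have numbers as strong as hits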
Target sequence (P35561 whole entry, looked up): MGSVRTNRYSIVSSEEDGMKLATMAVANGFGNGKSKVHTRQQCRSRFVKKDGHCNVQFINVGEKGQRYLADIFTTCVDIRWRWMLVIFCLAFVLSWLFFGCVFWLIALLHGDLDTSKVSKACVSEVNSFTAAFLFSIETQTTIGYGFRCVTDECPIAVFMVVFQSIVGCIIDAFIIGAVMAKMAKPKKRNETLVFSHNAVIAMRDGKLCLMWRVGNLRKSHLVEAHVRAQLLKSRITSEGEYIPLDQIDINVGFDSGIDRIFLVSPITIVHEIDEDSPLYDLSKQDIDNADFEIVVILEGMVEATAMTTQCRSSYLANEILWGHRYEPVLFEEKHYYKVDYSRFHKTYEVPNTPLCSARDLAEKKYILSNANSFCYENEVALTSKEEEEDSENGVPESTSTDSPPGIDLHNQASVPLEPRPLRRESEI
CHT inh: inhibitors of human choline transporter CHT. Q9GZV3. CHT-expressing cells, membrane potential dye, choline response; hits give low values. B-score at 10 µM. 310,000 tested, 0.86% active. AID 488975;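 active means B-score over 3 SD under the library average, and starting fluorescence ratio not unusually high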;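 further: choline stimulus applied at its EC90 after an EC20 pre-addition; B-score computed on integrated fluorescence ratio after choline addition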
Target sequence (Q9GZV3 whole entry, looked up): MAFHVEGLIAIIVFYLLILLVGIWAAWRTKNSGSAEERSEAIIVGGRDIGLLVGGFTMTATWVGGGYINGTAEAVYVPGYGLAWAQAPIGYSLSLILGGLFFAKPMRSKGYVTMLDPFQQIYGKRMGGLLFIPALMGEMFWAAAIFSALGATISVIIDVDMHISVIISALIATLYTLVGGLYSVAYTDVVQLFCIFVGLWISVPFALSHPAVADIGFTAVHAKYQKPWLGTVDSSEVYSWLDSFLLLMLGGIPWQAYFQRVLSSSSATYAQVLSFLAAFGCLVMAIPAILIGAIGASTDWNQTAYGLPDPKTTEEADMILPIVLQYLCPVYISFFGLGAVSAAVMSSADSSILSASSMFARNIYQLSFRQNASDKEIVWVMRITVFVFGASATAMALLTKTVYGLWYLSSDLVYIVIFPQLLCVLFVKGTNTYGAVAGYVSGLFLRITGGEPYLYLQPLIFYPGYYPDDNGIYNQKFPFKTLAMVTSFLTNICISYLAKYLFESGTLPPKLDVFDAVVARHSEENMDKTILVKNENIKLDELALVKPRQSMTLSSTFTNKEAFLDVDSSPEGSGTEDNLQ
The depositor's hits bear a star; i = inactive; / = not tested or not shown.

mol | Kir21 block | CHT inh
COc1ccc(N2CCN(Cc3nc4c(c(=O)n(C)c(=O)n4C)n3Cc3cccc(C)c3)CC2)cc1 | 0.1 | i
COc1ccccc1N=Nc1nc(-c2ccccc2)c(-c2ccccc2)[nH]1 | -0.12 | i
COc1cc(Cl)c(C)cc1NC(=O)CSc1cc(Cl)ccc1Cl | -0.34 | i
O=C(Cn1cc2c(n1)CCCCC2)NCc1cccs1 | 0.6 | i
Cc1oc(-c2ccccc2F)nc1CN1CCC(C(=O)NC2CCCCCCC2)CC1 | -1.26 | /
CCOC(=O)c1ccc(NC(=O)CC2NCCNC2=O)cc1 (stereo not given) | -0.16 | i
O=C(COC(=O)c1cc(Br)ccc1O)NNC(=O)c1ccc([N+](=O)[O-])cc1 | 0.96 | i
Cc1ccc2c(CN(C)Cc3ccccc3)cc(=O)oc2c1C | -1.3 | i
Cc1nnc(C)n1/N=C/c1ccc(C(=O)O)cc1 | -0.31 | i
Cc1nn(C)c(C)c1/C=C/C(=O)O | -0.82 | i
Cc1cccc(Oc2coc3cc(OC(=O)c4cccs4)ccc3c2=O)c1 | -0.42 | i
Cn1c(CNc2ccc(Cl)cc2)nc2ccccc21 | -0.46 | i
O=C(CCCn1cc([N+](=O)[O-])cn1)NCc1ccccc1 | 1.34 | i
COc1ccc(Br)cc1/C=N/N1CCN(Cc2ccccc2)CC1 | -0.43 | i
COc1ccc(N2CC(C(=O)OCC(=O)NCc3ccccc3)CC2=O)cc1 (stereo not given) | -1.24 | i
CCOC(=O)C1CCN(C(=S)NC2CC3C=CC2C3)CC1 (stereo not given) | 0.71 | i
O=C(NC1(C(F)(F)F)NC(=O)N(c2ccccc2F)C1=O)c1ccncc1 (stereo not given) | 2.02 | i
COc1cc(/C=N/NC(=O)c2ccc3c(c2)OCCO3)c(Br)c(Br)c1O | -0.89 | i
CCC1CN(C(=O)N2CCC(C(=O)NCc3ccccc3OC)CC2)c2cc(C)ccc2O1 (stereo not given) | -0.44 | i
COc1ccc(NC(=O)C(=O)NCC(=O)Nc2cccc(C(F)(F)F)c2)cc1 | -0.07 | i
CCn1c(CCc2ccccc2)n[nH]c1=S | -1.37 | i
Nc1nc(-c2ccco2)c(-c2ccco2)s1 | 0.15 | i
Cn1c(=O)oc2cc(S(=O)(=O)NCc3ccccn3)ccc21 | -0.55 | i
COC(=O)c1ccc(/C=N/N2CCN(Cc3ccccc3)CC2)cc1 | -0.22 | i
Cc1ccc(C2C(C#N)=C(N)Oc3n[nH]c(-c4cccs4)c32)s1 (stereo not given) | 0.09 | i
COc1ccc(CN2CCNC(=O)C2CC(=O)N(C)Cc2nccn2C)cc1OC (stereo not given) | 0.05 | i
CCN(c1nc(N)c(C(=O)N=C(N)N)nc1Cl)C(C)C | -5.72* | i
COc1cc(C(=O)OCc2cc(=O)c(O)co2)ccc1OC(F)F | -0.62 | i
COc1ccc(Cc2nnc(NC(=O)c3ccccc3F)s2)cc1OC | -0.15 | i
O=C(Cc1cccc2ccccc12)Nc1ccc(O)cc1C(=O)O | -0.92 | i
Cc1ccc(NC(=O)NC2CC(=O)N(c3ccc4c(c3)OCCO4)C2)cc1 (stereo not given) | -0.61 | i
CNC(=O)c1c(C)nn(-c2ccc(F)c(Cl)c2)c1-c1cc(C)on1 | -0.82 | i
O=C(CSc1ccc2nnc(CCNS(=O)(=O)c3ccccc3)n2n1)Nc1nc2ccccc2s1 | -0.08 | i
Cc1csc(=O)n1CCC(=O)OCC(=O)Nc1ccc(Cl)cn1 | -0.74 | i
N#Cc1ccc(C(=O)Nc2nnc(-c3ccco3)o2)cc1 | -0.61 | i
COc1ccc(Cc2nc3ccc(S(N)(=O)=O)cc3[nH]2)cc1OC | -0.48 | i
CCOC(=O)Cc1nn(Cc2nc(-c3ccc(C#N)cc3)cs2)c(=O)c2ccccc12 | 0.14 | i
COc1cc(-c2nc(CN(C)Cc3nnc(C)o3)c(C)o2)ccc1F | 0.1 | i
O=C(CSCc1ccc(F)cc1)N1CCN(c2ccc(F)cc2)CC1 | 0.61 | i
O=S(=O)(NCc1c(Cl)cccc1Oc1ccccc1)c1ccccc1 | -3.66 | i
NS(=O)(=O)c1cc(C(=O)N=Nc2c(O)[nH]c3ccccc23)ccc1Cl | -0.53 | i
OC(COc1ccc(-c2ccccc2)cc1)CN1CCOCC1 (stereo not given) | 1.18 | i
N#CCCn1cc(C(N)=O)c(-c2ccc3ccccc3c2)n1 | 1.15 | i
CCCCCN1CN(S(=O)(=O)c2cccs2)c2nc3ccccc3nc21 | 0.12 | i
COc1ccc(/C=N/NC(=O)c2cccc(Br)c2)cc1COc1ccccn1 | -1.02 | i
CC(=O)c1cccc(NC(=O)c2ccc(N(C)S(=O)(=O)c3ccc(C)cc3)cc2)c1 | -1.78 | i
Cc1ccc(C)c(S(=O)(=O)NCCN2CCOCC2)c1 | 0.96 | i
CN(C)c1ccc(-c2n[nH]c(=S)n2-c2ccccc2)cc1 | 0.63 | i
CCn1cc([N+](=O)[O-])c(C(=O)Nc2nc3ccc(OC)cc3s2)n1 | 0.16 | i
CCCCCCCCCCCC(=O)NC(C(=O)O)C(O)c1ccccc1 (stereo not given) | -0.05 | i

New compounds follow:
mol | Kir21 block | CHT inh
CC(C)c1nnc(SCC(=O)N2CCc3ccccc32)n1N | 0.25 | i
CCN(Cc1ccccc1)C(=O)CSc1n[nH]c(N)n1 | -0.65 | i
O=C(CNCc1ccccc1Cl)Nc1ccc(C(=O)N2CCCCC2)cc1 | -0.89 | i
NC(=S)Nn1c(-c2ccccc2)nc2ccccc2c1=O | -0.03 | i
C/C=C/C(=O)Nc1cccc(C2=NOC3(C2)C[C@@H](C(N)=O)N(C(=O)C(c2ccccc2)c2ccccc2)C3)c1 (stereo not given in full) | 0.95 | i
N#Cc1ccc(COC(=O)c2cnc3ccccc3n2)cc1 | 0 | i
O=C(O)Cc1csc(NC(=O)c2ccco2)n1 | 0.67 | i
CC1(C)c2[nH]c3ccccc3c2C[C@@H]2C(=O)N(c3ccc(F)cc3F)C(=O)N21 | 1.67 | i
COc1ccc(Cl)cc1NC(=O)CSc1nnc(CNC(=O)c2cccs2)o1 | 0.02 | i
O=C1/C(=C/c2cccs2)NC(=S)N1C1CC1 | -0.37 | i
CCCNC(=O)c1ccc(COc2ccc(CCC)cc2OC)o1 | 0.15 | i
COc1ccc(NC(=O)CCCNC(=O)c2ccc(Cl)cc2)cc1OC | 0.08 | -6.59*
O=Cc1cccc(OC(=O)Nc2ccccc2)c1 | 1.32 | i
COc1ccc(C(=O)/C=C(\C)Nc2ccc3c(c2)OCO3)cc1 | -1.01 | i
CC(C)C[C@@H](COc1ccccc1)N1CCN(Cc2ccccc2)CCC1=O | -0.11 | i
Cc1ccc2cc(CNC(C)C)c(=O)[nH]c2c1 | 1.19 | i
COc1ccc(C2(CNC(=O)c3cccc([N+](=O)[O-])c3)CCOCC2)cc1OC | 0.32 | i
COCCN(C(=O)COC(=O)CCc1nc2ccccc2s1)c1c(N)n(Cc2ccccc2)c(=O)[nH]c1=O | 0.61 | i
O=C(NN1CCOCC1)c1cc(-c2ccccc2)nc2ccccc12 | 0.88 | i
O=C(C1CC1)N1CCc2cc(S(=O)(=O)N3CCN(c4ccccc4)CC3)ccc21 | 0.01 | i
Cc1onc(-c2ccccc2Cl)c1C(=O)Nc1ccc(-c2cn3cccnc3n2)cc1 | -0.02 | i
C/C(=N\NC(=S)Nc1c(C)cccc1C)c1ccc(O)cc1 | 0.07 | i
Cc1cccc(Nc2cc(=O)[nH]c(=O)[nH]2)c1 | -0.26 | i
O=C(COc1ccccc1)N1CCN(S(=O)(=O)c2cccc([N+](=O)[O-])c2)CC1 | -0.74 | i
COc1cc(C(=S)N(C)C)ccc1O | -1.17 | i
O=C(CSc1nncc2ccccc12)Nc1cccc(C(=O)O)c1 | -0.65 | i
COc1cccc(CNC(=O)Cc2ccc(-n3c(=O)[nH]c4ccccc4c3=O)cc2)c1 | -1.19 | i
C/C(=N\NC(=O)C1(C)CC1(Br)Br)c1ccc([N+](=O)[O-])cc1 (stereo not given) | 0.4 | i
CCOc1cc(-c2nn3cnnc3s2)cc(OCC)c1OCC | 0.09 | i
COc1ccc(N2CCN(CC(=O)N3N=CCC3c3ccccc3)CC2)cc1 (stereo not given) | 1.65 | i

Sorted by molar mass (falling): some entries from above
mol | Kir21 block | CHT inh
COc1ccc(N2CCN(CC(=O)N3N=CCC3c3ccccc3)CC2)cc1 (stereo not given) | 1.65 | i
C/C(=N\NC(=S)Nc1c(C)cccc1C)c1ccc(O)cc1 | 0.07 | i
Cc1cccc(Nc2cc(=O)[nH]c(=O)[nH]2)c1 | -0.26 | i

Going on with the list:
mol | Kir21 block | CHT inh
O=C(Nc1ccccc1C(=O)N1CCOCC1)C1CC(=O)N(C2CCCC2)C1 (stereo not given) | 0.01 | i
CN(CC#CC1(O)c2ccccc2-c2ccccc21)Cc1ccccc1 | 2.38 | i
Cc1ccc(S(=O)(=O)N2CCC(C(=O)Nc3ccc4c(c3)OCO4)CC2)cc1 | 0.59 | i
O=[N+]([O-])c1cccc(CN2C[C@@]34C=C[C@@H](C[C@@H]3S2(=O)=O)O4)c1 | 0.04 | i
COc1ccc(C(=O)Nc2cccc(C)c2)cc1 | -0.16 | i
CN(NC1OC(=O)c2ccccc21)c1ccc(C(F)(F)F)cc1[N+](=O)[O-] (stereo not given) | 0.37 | i
CC(NC(=O)c1ccc(S(=O)(=O)C(F)F)cc1)c1ccccc1 (stereo not given) | 0.76 | i
O=S(=O)(c1cccc(C(F)(F)F)c1)N1CCN(C(=S)NC2CC2)CC1 | -0.22 | i
Cc1ccc(-n2[nH]c(C)c(C=NCc3ccncc3)c2=O)cc1 | -0.72 | i
S=C(NCc1ccco1)Nc1cc(-c2ccccc2)[nH]n1 | 0.39 | i
COCC(=O)n1nc(-c2ccccc2)nc1NCc1ccc(F)cc1 | 0 | i
O=C(Nc1ccccc1SCC1CSc2nc3ccccc3c(=O)n21)c1ccccc1Cl (stereo not given) | -1.16 | i
O=C(Nc1ccc(S(=O)(=O)N2CCCC2)cc1)c1cccnc1 | 0.01 | i
O=C(c1cn(-c2ccccc2)nc1-c1ccccc1)n1nnc2ccccc21 | -0.95 | i
Cc1cc(C)n(C(=O)CNC(=O)c2ccco2)n1 | 0.87 | i
Cc1ccccc1-c1cc(C(=O)N2CCCC2)c2ccccc2n1 | 0.21 | i
c1ccc(C2=Nn3c(nnc3-c3ccncc3)SC2)cc1 | -1.49 | i
CCOC(=O)N1CCC(NC(=O)c2oc3c(F)cccc3c2C)CC1 | -0.14 | i
COc1cc(NC(=O)CN2C(=O)C(C)N(c3ccc(C)cc3)C2=O)cc(OC)c1 (stereo not given) | 1.3 | i
CCN1C(=O)N/C(=C/c2ccc(Sc3ccc(C)cc3)o2)C1=O | 0.79 | i
O=S(=O)(c1ccc(Br)cc1)N1CCCC1 | 0.52 | i
CC(C)CN(C(=O)CSc1nnc(-c2cccs2)n1N)c1c(N)n(Cc2ccccc2)c(=O)[nH]c1=O | 0.39 | i
Cc1cc(-c2ccccc2)nc(N(C)NC(=O)c2c(F)cccc2F)c1S(C)(=O)=O | -0.62 | i
Cc1nc([N+](=O)[O-])c(N2CCN(C)CC2)n1Cc1ccccc1 | 1.21 | i
CCNc1nc(NCC)nc(Oc2ccc(N)cc2)n1 | 0.64 | i
Cn1c(CNS(=O)(=O)c2cccc(Cl)c2)cc(=O)n(C)c1=O | 0.57 | i
O=S(=O)(Oc1ccccc1C(=S)N1CCOCC1)c1ccc(Cl)cc1 | -0.21 | i
CN(C)CCNC(=O)C(=O)Nc1cc2c3c(c1)CCC(=O)N3CCC2 | 2.01 | i
CC(CN1CCC(n2nccc2NC(=O)C2CCCC2)CC1)c1ccccc1 (stereo not given) | 0.05 | i
CCCCCOc1ccccc1C(=O)NCCCC(=O)O | 0.32 | i
COc1ccc(-n2nc(C(=O)NCC(=O)N3CCCCCC3)c3ccccc3c2=O)c(OC)c1 | 0.13 | i
COc1ccc2c(C)c(C(=O)N3CCN(Cc4ccccc4)CC3)oc2c1 | -3.56 | i
O=C(Nc1ccc2c(c1)OCO2)c1cnccn1 | 1.05 | i
O=C1CC2(CCCCC2)Oc2ccccc21 | -0.04 | i
CCN(CC(=O)Nc1ccc(N2CCOCC2)cc1)CC(=O)NC(C)(C)C | -0.98 | i
Cc1ccc2c(CNCc3ccco3)cc(=O)oc2c1 | 0.03 | i
COc1ccc(/C=C2\NC(=O)C(C=NCc3ccccc3)=C2O)cc1 | -0.68 | i
COc1ccc(CCNC(=O)C2CCCN(S(=O)(=O)N3CC(C)CC(C)C3)C2)cc1OC (stereo not given) | -0.01 | i
Cn1c(=O)c2c(ncn2CC(=O)N2CCc3ccccc3C2)n(C)c1=O | 1.5 | i
CC(C)c1nc(N2CCOCC2)c(C#N)c2c1CCCC2 | -2.21 | i
Cc1cccc(CNC(=O)CCn2ccc3cc(S(=O)(=O)N4CCCC4)ccc32)c1 | -1.06 | i
C=CCNC(=O)COC(=O)COc1ccc(Cl)cc1C | -0.79 | i
O=C(NCCCn1ccnc1)c1cc2nc(-c3ccc(Br)cc3)cc(C(F)(F)F)n2n1 | -1.34 | i
Cc1nn2c(N3CCOCC3)cc(C(C)(C)C)nc2c1-c1ccc(Cl)cc1 | 1.22 | /
O=C(CN1C(=O)C(c2ccc(F)cc2)=NC12CCCC2)Nc1ccc(F)cc1 | 0.35 | i

Source: PubChem BioAssay (Johns Hopkins Ion Channel Center)
